IL-1B inflam inh – qHTS for Inhibitors of Inflammasome Signaling: IL-1-beta AlphaLISA Primary Screen; hit rate 4.7% among 360,000; activity change, % at 57.5 µM; THP-1 LPS/ATP IL-1B secretion, AlphaLISA, 16 h; stronger effect = lower value; in the data active means activity change below about -50%; inconclusive means mostly about -30% to -49%; further: on the % scale 0 is the no-effect control and ±100 the full control effect
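THP-1 cells pretreated 1 hr with compounds (up to 57.5 uM final), then stimulated with LPS (250 ng/mL final) plus ATP (1.25 mM final); secreted IL-1B measured by AlphaLISA after 16 hr, decreased signal indicating inhibition.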
Nrf2 ARE act – qHTS of Nrf2 Activators; hit rate 0.31% among 410,000; AREc32 ARE-luciferase reporter (MCF7-derived line), luminescence, 24 h; Potency, µM (series often up to 46.1 µM), for inactives: at the top dose activation, usual class: activators; further: potency means the concentration at half of the fitted maximal effect; % of control where 0% means no effect; nearly all actives have a fitted effect of over 65% in size
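Cells of the AREc32 ARE-luciferase line are plated in OPTI-MEM containing 5% FBS and left overnight at 37 deg C. Compounds are pinned in, incubation continues 24 hr, and firefly luciferase signal is then measured.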
TGFb SMAD3 inh – qHTS for Inhibitors of TGF-b | HepG2 CAGA-GFP TGF-b/SMAD3 reporter, GFP fluorescence, 18 h; TGF-beta stimulated, 500 pg/mL final | Potency, µM (highest dose often 46.1 µM), without a hit: at the highest dose activity, negative = inhibition, actives largely listed as inhibitors | hit rate 1.2% among 410,000; further: potency means the concentration at half of the fitted maximal effect; on the % scale 0 is the no-effect control and ±100 the full control effect; nearly all actives have a fitted effect of over 65% in size
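Inhibition of TGF-beta-driven CAGA-GFP reporter expression in HEPG2 cells is measured by cellular GFP fluorescence after 18 h stimulation with 500 pg/mL recombinant TGF-beta in 1% FBS medium at 37 degrees C.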
MCF10A rerep – A quantitative high throughput screen for small molecules that induce DNA re-replication in MCF 10a normal breast cells. MCF 10A DNA re-replication, Hoechst nuclear intensity, 48 h. Potency, µM (titrated, usually from 46.1 µM), inactives show top-dose activity, positive = re-replication, most hits filed as activators. hit rate 2.9% among 350,000. AID 624296, 2012; further: potency means the concentration at half of the fitted maximal effect; % of control where 0% means no effect; nearly all actives have a fitted effect of over 50% in size
Nrf2 inh – Nrf2 qHTS screen for inhibitors; A549 ARE-Fluc reporter, luciferase luminescence, 18-24 h; Potency, µM (highest dose often 46 µM), without a hit: at the top dose activity change, negative = inhibition, usual class: inhibitors; hit rate 2.1% among 360,000; AID 504444, 2011; further: potency means the concentration at half of the fitted maximal effect; on the % scale 0 is the no-effect control and ±100 the full control effect; nearly all actives have a fitted effect of over 60% in size
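Quantitative HTS in A549 cells stably bearing an antioxidant response element-firefly luciferase construct. Inhibition of Nrf2-driven transcription was scored by luminescence after 18-24 h of compound exposure at 37 °C.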
HepG2 tox – qHTS for Inhibitors of TGF-b: Cytotox Counterscreen. Potency, µM (top dose mostly 46.1 µM), without a hit: at the top dose activity change, negative = cytotoxicity, actives largely listed as cytotoxic. HepG2 CAGA-GFP viability, ATP luminescence, 18 h. hit rate 0.76% among 410,000; further: potency means the concentration at half of the fitted maximal effect; some results filed as inactive show a strong effect at the top dose
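HepG2 CAGA-GFP cells (1000/well, DMEM with 1% FBS) received compound, then TGF-beta at 500 pg/mL final, and were incubated 18 hours at 37 degrees C. Viability was read by CellTiter-Glo luminescence. Media-only wells were set as complete cell-killing and DMSO as no toxicity.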
ATXN viability – Viability Counterscreen for Primary qHTS for Inhibitors of ATXN expression | hit rate 0.49% among 400,000 | AID 651635, 2014 | Potency, µM (doses to about 56.7 µM), most hits filed as cytotoxic | S2 cells (HEK-293 line with an ATXN2-luciferase reporter) viability, CellTiter-Fluor protease fluorescence, 24 h; further: potency means the concentration at half of the fitted maximal effect; nearly all actives have a fitted effect of over 40% in size
A549 viability – Nrf2 qHTS screen for inhibitors: counterscreen for cytotoxicity. A549 ARE-Fluc cells, CellTiter-Fluor viability, 18-24 h. Potency, µM (doses to about 46 µM), inactives show top-dose activity change, negative = cytotoxicity, actives largely listed as inhibitors. hit rate 0.16% among 390,000. AID 504648, 2011; further: potency means the concentration at half of the fitted maximal effect; on the % scale 0 is the no-effect control and ±100 the full control effect
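Cytotoxicity counterscreen: CellTiter-Fluor fluorescence was measured in A549 ARE_Fluc cells after 18-24 h of compound exposure in a concentration series. The subsequent BugLite luminescent read reports ARE-luciferase activity.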
ATXN2 expr inh – Primary qHTS for Inhibitors of ATXN expression; hit rate 0.72% among 360,000; Potency, µM (doses to about 57 µM), for the others: at the highest dose activity change, negative = inhibition, actives largely listed as inhibitors; HEK-293 ATXN2-luciferase reporter, luminescence, 24 h; further: potency means the concentration at half of the fitted maximal effect; on the % scale 0 is the no-effect control and ±100 the full control effect; nearly all actives have a fitted effect of over 55% in size
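qHTS (up to 57 uM final) was run with 24 h compound exposure of reporter cells at 37 °C. Each well was multiplexed: SteadyGlo luminescence measured ATXN2-luciferase expression after a fluorogenic Gly-Phe-AFC viability readout (25 uM final).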
Starred values were filed as active, the others as inactive; i = inactive; ? = inconclusive; . = no result given; & = joins results of further samples; [ ] = dose if it differs, or a comment. Unless noted, the call rests on the fitted dose curve; in most records, active means well fitted curve in the direction sought with a large enough effect; inconclusive means small, poorly fitted or top-dose-only effect, or another doubt; inactive means no such curve, though single readings can be large; an effect the other way counts as inactive or inconclusive.

SMILES | IL-1B inflam inh | Nrf2 ARE act | TGFb SMAD3 inh | MCF10A rerep | Nrf2 inh | HepG2 tox | ATXN viability | A549 viability | ATXN2 expr inh
O=C(CSc1ccc(-c2cccnc2)nn1)Nc1ccc(F)c(F)c1 | 2 | 0.3% | -2% | 16% | ? | -12% | ? | -15% | -16%
NC(=O)NC(=O)CSc1ccccc1 | 9 | 0.4% | 11% | 0% | -7% | -3% | i | -8% | -11%
CN(C)N1C(N)=C(C#N)C(c2ccsc2)C2=C1CC(C)(C)CC2=O (stereo unspecified) | 0 | -0.8% | -6% | 9% | -5% | 3% | i | -2% | 12%
C[C@H](NCCc1ccc(O)cc1)[C@H](O)c1ccc(O)cc1 | -20 | -0.4% | 4% | 0% | 24% | 11% | i | -4% | 6%
CC1CCN(C(=S)c2cn(Cc3ccc(F)cc3)c3ccccc23)CC1 | -13 | -0.6% | -8% | 13% | ? | -5% | ? | -12% | -24%
CN1CCc2c1nc1ccccc1c2N=C1CCCN1Cc1ccccc1 | 10 | -2.1% | ? | ? | -7% | -42% | ? | -12% | .
CC(=O)N1N=C(c2ccc(C)o2)CC1c1cccc(F)c1 (stereo unspecified) | -7 | -0.4% | -14% | -9% | 1% | 9% | i | 1% | 4%
COc1cc(NC(=O)CSc2nnnn2C2CCCC2)cc(OC)c1 | 21 | -0.3% | 1% | 7% | 6% | 1% | i | 4% | -12%
CCN(CCN1CCCC1)C(=O)c1cc(COc2ccccc2SC)on1 | 6 | -0.3% | -6% | -1% | 6% | -13% | i | 1% | 1%
CC(C)c1ccc(NC(=O)c2cccc(Br)c2)cc1 | -52* | ? | 2% | 7% | ? | -25% | ? | 0% | .

Already shown: 2 of the compounds above.
SMILES | IL-1B inflam inh | Nrf2 ARE act | TGFb SMAD3 inh | MCF10A rerep | Nrf2 inh | HepG2 tox | ATXN viability | A549 viability | ATXN2 expr inh
O=C(CSc1ccc(-c2cccnc2)nn1)Nc1ccc(F)c(F)c1 | 2 | 0.3% | -2% | 16% | ? | -12% | ? | -15% | -16%
NC(=O)NC(=O)CSc1ccccc1 | 9 | 0.4% | 11% | 0% | -7% | -3% | i | -8% | -11%

Single records, as listed above. Values in the order: IL-1B inflam inh | Nrf2 ARE act | TGFb SMAD3 inh | MCF10A rerep | Nrf2 inh | HepG2 tox | ATXN viability | A549 viability | ATXN2 expr inh
`CC1CCN(C(=S)c2cn(Cc3ccc(F)cc3)c3ccccc23)CC1` is listed with -13 | -0.6% | -8% | 13% | ? | -5% | ? | -12% | -24%
`NC(=O)NC(=O)CSc1ccccc1` is listed with 9 | 0.4% | 11% | 0% | -7% | -3% | i | -8% | -11%
`CN1CCc2c1nc1ccccc1c2N=C1CCCN1Cc1ccccc1` is listed with 10 | -2.1% | ? | ? | -7% | -42% | ? | -12% | .

Later entries.
SMILES | IL-1B inflam inh | Nrf2 ARE act | TGFb SMAD3 inh | MCF10A rerep | Nrf2 inh | HepG2 tox | ATXN viability | A549 viability | ATXN2 expr inh
O=C(CNC(=O)OCc1ccccc1)NCC(=O)N1CCCC1C(=O)OCc1ccccc1 (stereo unspecified) | -88* | 0.5% | ? | ? | -20% | 11µM* | i | 4% | -12%
O=C(NCC1CCCO1)c1cccc(Oc2c(Cl)cccc2[N+](=O)[O-])c1 (stereo unspecified) | 0 | 23% | ? | 10% | -17% | -17% | i | -1% | -9%
Cc1ccoc1C(=O)NCc1occc1C(=O)O | 23 | -0.5% | 0% | 1% | 9% | -18% | i | -5% | -4%
CN(C1CCCCC1)S(=O)(=O)c1ccc2c(c1)c(=O)c(C(=O)NCc1ccc(F)cc1)cn2C | . | -0.9% | 8% | . | 9% | 4% | i | 6% | 2%
COc1ccc(NC(=S)NCCC(c2ccccc2)c2ccccc2)c(OC)c1 | 0 | -0.2% | ? | 29% | ? | -21% | i | -15% | -26%
Cc1ccccc1OCC(=O)OCC(=O)NC12CC3CC(CC(C3)C1)C2 | 3 | -0.3% | -13% | . | . | -34% | i | . | .
CCOC(=O)c1c(C)c(C(=O)NC(C)COC)c(C)n1CC (stereo unspecified) | -10 | 0.0% | -4% | -6% | . | -14% | i | -2% | 4%
CN(CC(=O)Nc1cccc(Cl)c1)S(=O)(=O)/C=C/c1ccccc1 | ? | 0.3% | -12% | . | . | -18% | i | . | .
CCN1CCCC1CNC(=O)C(=O)NC (stereo unspecified) | 23 | 0.3% | 38%[activator] | 22% | 3% | 15% | i | 7% | 6%
O=C1COc2ccc(S(=O)(=O)NCCc3ccccc3)cc2N1 | 29 | -0.7% | 5% | 2% | -26% | -1% | i | -3% | 5%
O=C(Nc1cccc(Cl)c1)c1ccncc1 | -13 | -0.7% | -20% | -1% | 6% | -13% | i | 0% | 4%
CCOc1ccc(N2C(=O)c3cccnc3C2Nc2ccc(C)cc2)cc1 (stereo unspecified) | 0 | -0.4% | 0% | 6% | -8% | 1% | i | 12% | 8%
Cc1nc(C(C)N(C)Cc2c(C(=O)N3CCCCC3)nc3c(C)cccn23)c(C)s1 (stereo unspecified) | 11 | -0.3% | -12% | -1% | 7% | -4% | i | 1% | -8%
COc1ccc(C)cc1NCc1cc(=O)oc2cc(-c3ccccc3)c(O)cc12 | 0 | 3.1% | ? | ? | -8% | -64% | i | -1% | -7%
Cc1nn(Cc2ccc(Cl)cc2)c(C)c1NC(=O)c1noc2c1CCc1ccccc1-2 | 0 | 0.2%&-2.7% | ? | -2% | 16µM* | -42%&-20% | ? | ? | ?
CC(OC(=O)c1cccnc1)C(=O)NCc1ccc2c(c1)OCO2 (stereo unspecified) | 26 | -0.6% | -4% | 0% | 10% | -14% | ? | -6% | 10%
CCCS(=O)(=O)N1CCCC(C(=O)NCCN(CC)CC)C1 (stereo unspecified) | 9 | 0.0% | 0% | -4% | 8% | 12% | i | -1% | 5%
CC(C)(C)[C@@H]1C=C(C(=O)Nc2ccccc2)O[C@H](OCc2ccc(CO)cc2)C1 | ? | 0.7% | ? | 1% | 3% | -12% | i | 3% | 9%
O=C(Nc1cccc(NC(=O)c2ccccc2Cl)c1)c1ccc(F)cc1 | -12 | 3.7% | -1% | 8% | ? | 3% | i | -3% | ?
Cc1[nH]c2ccc(C(=O)N3CCN(c4ccccn4)CC3)cc2c1C | -10 | -0.6% | -2% | -8% | 0% | -6% | ? | 2% | .
CCOc1ccc(N2C(=O)C3ON(C)C(c4ccc([N+](=O)[O-])cc4)C3C2=O)cc1 (stereo unspecified) | 60 | -1.1% | -11% | -3% | -14% | -15% | i | -10% | .
O=C1C2C3C=CC([C@@H]2C(=O)N1C1CCCCC1)[C@H]1C(=O)N(C2CCCCC2)C(=O)C31 (stereo partly specified) | 16 | -0.7% | 1% | 0% | 11% | -5% | i | -2% | 1%
N#CCSc1n[nH]c2nc3c(c(=O)n12)C1(CCCCC1)Cc1ccccc1-3 | -26 | 0.3% | -29% | 16µM* | 10% | -11% | i | 1% | 4%
COCc1nnc(NC(=O)c2ccc(S(=O)(=O)N3CCCc4ccccc43)cc2)o1 | 105 | 0.3% | -1% | 16µM* | -86% | -20% | i | ? | -17%[11.3 µM]
Cn1c(C(=O)N2CCCC(C(=O)N3CCN(C(=O)c4ccco4)CC3)C2)cc2sccc21 (stereo unspecified) | -2 | -0.2% | 0% | 9% | ? | -12% | i | 2% | -20%
Cc1ccc(NC(=O)COC(=O)CCc2nc3ccccc3c(=O)[nH]2)c(Br)c1 | 15 | 0.0% | -4% | 0% | 9% | 5% | i | 7% | 0%
c1ccc(N2CCCCC2)c(NC2=NCCC2)c1 | -4 | -1.9% | 10% | 22% | -18% | -30% | i | -1% | 0%
O=C1Nc2ccc(Cl)cc2C(=O)C1(F)c1ccccc1 (stereo unspecified) | ? | 9.5% | ? | 1% | -6% | 6% | i | -2% | -4%
NS(=O)(=O)c1ccc(CNC(=O)NC23CC4CC(CC(C4)C2)C3)cc1 | 10 | 0.0% | 11% | 1% | . | -9% | i | 0% | 6%
CCCCN1C=CC(=C2C(=O)c3ccccc3C2=O)C=C1 | -23 | -3.5% | 10% | -4% | . | -74% | i | -16% | ?
CC1Cc2cc(/C=C3/SC(=S)NC3=O)ccc2O1 (stereo unspecified) | 18 | 3.1% | 22% | 24% | ? | -5% | ? | 13µM* | 1%
O=C(COc1ccccc1Cl)NCC1(N2CCOCC2)CCCCC1 | . | 3.2% | ? | . | 4% | -32% | . | 0% | .
CN(C(=O)c1c(Cl)cnn1C)C12CC3CC(CC(C3)C1)C2 | 19 | -0.7% | 2% | 6% | 6% | -7% | i | 2% | -18%
COc1cc(/C=C2\C(=N)N3N=CSC3=NC2=O)cc(Br)c1OC(=O)c1ccco1 | 8 | 0.2% | 92%[activator] | -2% | -21% | 8% | . | ? | .
O=C(CCn1c(=O)oc2ccccc21)N1CCCCCC1 | -3 | 2.2% | -19% | 5% | 19% | 1% | i | -1% | 15%
CC(Oc1cc2oc(=O)c3c(c2cc1Cl)CCC3)C(=O)NCc1ccncc1 (stereo unspecified) | -10 | -0.5% | 2% | ? | 10% | -9% | i | -1% | -2%
COc1ccccc1N1CCN(C(=O)C2CCN(S(=O)(=O)c3ccc(C)cc3)CC2)CC1 | -24 | 0.2% | 9% | -1% | ? | -5% | i | 10% | 48%[activator]
C[C@H](NC(=O)OC(C)(C)C)C(=O)N/N=C/c1cccc2nccnc12 | 28 | -0.1% | 21% | 3% | -6% | -17% | i | -9% | -19%
CCn1c(SCc2nc3ccccc3[nH]2)nnc1-c1cccs1 | -10 | 3.6% | -7% | -5% | -18% | -37% | i | 0% | 2%
COc1ccc(CN2C(=O)C(Cc3ccccc3)Nc3ncnc(N4CCN(c5ccccc5)CC4)c32)cc1 (stereo unspecified) | ? | 5.0% | ? | -6% | -24% | -19% | i | -5% | -6%

High-throughput results deposited in PubChem BioAssay by National Center for Advancing Translational Sciences (NCATS).
